Source: PubChem (several laboratories)
KOR beta-arrestin-1 – kappa opioid receptor blockers – cell-based, luminescence, uHTS (AID 1778). hit rate 0.091% among 290,000. KOR beta-arrestin recruitment, luminescence, antagonist mode; higher % means a stronger effect. one-dose inhibition, % at 10 µM; IC50 in µM for titrated hits; further: strong numbers were not always called active
SV40 large T antigen – SV40 large T antigen inhibitors, biochemical (AID 1903); SV40 large T antigen ATPase/helicase inhibition assay; higher % means a stronger effect; inhibition, % at 20 µM; hits with a dose series show IC50 in µM; hit rate 0.39% among 310,000; in the data active means a potency from the dose series; further: strong numbers were not always called active
KOR beta-arrestin-2 – KOR agonists, beta-arrestin recruitment, primary screen, cell-based, luminescence, uHTS (AID 1777); KOR beta-arrestin recruitment, luminescence; higher % means a stronger effect; one-dose activation, % at 10 µM; EC50 in µM for titrated hits; hit rate 0.02% among 280,000; in the data active means activation above about 50%, passing the limit was not always enough; further: a part of the inactive calls stands beside numbers as strong as those of hits
GPR55 antagonists – GPR55 antagonists blocking LPI-driven arrestin recruitment, primary screen, imaging, U2OS, beta-arrestin-GFP, LPI agonist (AID 2013) | U2OS GPR55 beta-arrestin-GFP translocation imaging, LPI antagonism; higher % means a stronger effect | one-dose inhibition, % at 10 µM; IC50 in µM for titrated hits | hit rate 0.13% among 290,000;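 active means spots per cell inhibited over 60%, with over 100 cells counted and total cytoplasm intensity under 500,000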;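 further: U2OS cells stably carrying GPR55 and arrestin-GFP stimulated by 5 µM LPI near EC80; imaged beta-arrestin-GFP aggregate spots per cell after agonist stimulation; plate controls were LPI-stimulated DMSO wells for no effect and DMSO wells without LPI for full effect; some results filed as inactive read as strong as hits; confirmed hits need IC50 under 10 µM and bright autofluorescent wells are also inconclusive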
HIV peptide binding – inhibitors of HIV fusion peptide binding, primary screen, biochemical, uHTS, fluorescence dequenching (AID 1986). inhibition, % at 20 µM; hits with a dose series show IC50 in µM. cell-free peptide binding, fluorescence dequenching, 30 min; higher % means a stronger effect. hit rate 0.3% among 290,000; in the data active means inhibition mostly above about 52%, no sharp cut-off; inactive means mostly below about 76%; further: some results filed as inactive read as strong as hits
GPR55 activation – selective activators of receptor GPR55 – imaging, U2OS cells, beta-arrestin-GFP redistribution, primary screen (AID 1961). U2OS GPR55 beta-arrestin-GFP redistribution imaging; higher % means a stronger effect. one-dose activation, % at 10 µM; EC50 in µM for titrated hits. hit rate 0.048% among 290,000;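 active means activation above 40% with more than 50 cells counted in the well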;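 further: U2OS osteosarcoma cells stably expressing GPR55 and beta-arrestin-GFP; plate controls were DMSO negative control for no effect and LPI positive control for full effect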
NOD1 NF-kB reporter – inhibition of NOD1-driven NF-kB reporter – cell-based, luminescence, uHTS, primary screen (AID 1578) | NOD1-driven NF-kB luciferase reporter cells, luminescence; higher % means a stronger effect | inhibition, % at 4 µM; hits with a dose series show EC50 in µM | hit rate 1% among 290,000; in the data active means inhibition mostly above about 36%, no sharp cut-off; inactive means mostly below about 34%;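 further: HEK-293T reporter cells stimulated with the NOD1 agonist gamma-tri-DAP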
NOD2 inhibition – inhibition of NOD2-driven NF-kB reporter – cell-based, luminescence, uHTS, HEK293 (AID 1566). inhibition, % at 4 µM; hits with a dose series show EC50 in µM. hit rate 0.63% among 290,000. HEK293 NOD2/NF-kB luciferase reporter, luminescence; higher % means a stronger effect; further: many of its hits are not listed in these tables
Rac1 GTP hydrolysis – MgcRacGAP GTPase-activating activity inhibitors, confirmation, biochemical, ADP Hunter fluorescence; MgcRacGAP-stimulated Rac1 GTP hydrolysis, ADP Hunter fluorescence; higher % means a stronger effect; GST-tagged Rac1 F28L mutant substrate; inhibition, % at 30 µM, or IC50 in µM where a hit was titrated; hit rate 0.6% among 340,000; AID 624330;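 active means first-screen hits whose inhibition reached a set limit at any dose in the follow-up dose series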;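 further: fluorescence reports GDP produced by GAP-driven GTP hydrolysis; strong numbers were not always called active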
The depositor's hits bear a star; nt = no result given; [ ] = another dose, or the depositor's remark. Unless noted, no stated cut-off is given here; in the data, active means inhibition above about 50%; inactive means the rest. Some of the compounds tested, so the mix of outcomes need not match the whole.

KOR beta-arrestin-1,SV40 large T antigen,KOR beta-arrestin-2,GPR55 antagonists,HIV peptide binding,GPR55 activation,NOD1 NF-kB reporter,NOD2 inhibition,Rac1 GTP hydrolysis,structure
-22%,7%,4.2%,-2%,1.8%,-0.1%,-39%,-16%,8%,O=C(Nc1ccc(Cl)c(Cl)c1)NC1CCS(=O)(=O)C1 (configuration not stated)
32%,7%,-23%,3%,-3.1%,0.0%,7%,14%,1%,COc1ccc(/C=C2\C(=O)NCC(=O)N2C)cc1
-3%,-2%,9.9%,9%,68%*,0.1%,-106%,-5%,-7%,COc1cc2c(cc1NC(=S)NC(=O)/C=C/c1ccco1)oc1ccccc12
-28%[20 µM],7%,-2.3%,5%,-0.1%,-0.2%,17%,17%,11%,COc1ccc(CCNS(=O)(=O)CC23CCC(CC2=O)C3(C)C)cc1OC (configuration not stated)
0%,18%,-7.1%,6%,1.5%,-0.3%,-20%,11%,10%,O=C(NCc1ccccc1)c1csc2c1CCCC2
nt,14%,nt,0%,-2.2%,0.8%,6%,-14%,12%,O=C(O)CCNS(=O)(=O)c1cccc(Br)c1
6%[20 µM],9%,2.6%,10%,-0.1%,-0.1%,-23%,-2%,10%,Cc1c(Cl)cccc1NC(=O)C1COc2ccccc2O1 (configuration not stated)
-27%,8%,-2.8%,3%,-0.9%,-0.1%,-8%,-5%,6%,Cc1ccc(C(=O)/C=C/N(C)C)cn1
-13%,8%,9.2%,5%,1.0%,-0.1%,-38%,2%,9%,COc1cc([N+](=O)[O-])ccc1NC(=O)Nn1cnnc1
3%,0%,-0.3%,4%,-1.0%,nt,-14%,-12%,3%,CCn1c(SCC(=O)N2CCC(C)CC2)nc2c1c(=O)n(C)c(=O)n2C
26%,2%,2.6%,18%,32%,0.0%,-25%,10%,6%,O=C1NC(c2ccc(-c3ccccc3[N+](=O)[O-])o2)C(C(=O)c2ccc(F)cc2)C(O)(C(F)(F)F)N1 (configuration not stated)
-30%,3%,3.3%,8%,1.1%,0.2%,-12%,-6%,1%,COc1ccc2nc(Nc3nc(-c4cc5ccccc5oc4=O)cs3)sc2c1
-28%,9%,1.4%,2%,2.3%,-0.4%,-34%,16%,7%,O=C1CN(C(=O)/C=C/c2ccc(Cl)cc2)c2ccccc2N1
-33%,5%,-0.7%,2%,1.2%,0.8%,-43%,-8%,5%,CCC(C)c1ccc(NC(=O)C/C(C)=N/NC(=O)c2cnccn2)cc1 (configuration not stated)
-18%,17%,2.5%,-2%,-2.2%,-0.5%,-11%,-13%,3%,CC1(c2ccc(Cl)cc2)NC(=O)N(CC(=O)N2CCCC2)C1=O (configuration not stated)
25%,7%,-4.7%,3%,-2.8%,0.7%,8%,15%,3%,Cc1c(NC(=O)COC(=O)Cc2ccc(Cl)cc2)c(=O)n(-c2ccccc2)n1C
24%,7%,0.3%,17%,0.9%,-0.1%,-9%,2%,13%,CSc1ccc(C(=O)NCC(=O)O)cc1[N+](=O)[O-]
3%,12%,8.3%,-7%,-2.3%,0.3%,-25%,-4%,6%,CSc1ccccc1OCc1cc(C(=O)NC(C)Cc2cccc(C)n2)no1 (configuration not stated)
-1%,24%,-1.9%,13%,-1.4%,-0.2%,-7%,10%,25%,O=C(Nc1ccccc1)/C(=C/c1ccc(O)cc1)NC(=O)c1ccco1
-5%,8%,-1.6%,9%,-2.1%,0.0%,-7%,-8%,6%,N#Cc1ccc(C(=O)NC2=NCCS2)cc1
14%,16%,-5.2%,8%,0.5%,0.1%,-28%,10%,6%,O=C(Nc1ccc(N2CCCC2)c(Cl)c1)c1cccc(-c2cc3ccccc3oc2=O)c1
-5%,9%,13%,-1%,0.0%,-0.1%,4%,9%,6%,Cc1ccc(-n2c(SCC(=O)N3CCOCC3)nc(O)c(Cc3ccccc3)c2=O)cc1
42%,3%,2.4%,5%,-3.9%,0.0%,15%,-12%,2%,Cc1onc(-c2ccccc2)c1NC(=O)N(Cc1ccccc1)C(C)C
40%,4%,1.3%,-3%,-1.6%,-0.1%,-18%,12%,-1%,Cn1c(=O)cc(N2CCCCC2)[nH]c1=O
9%,8%,5.7%,-10%,-0.8%,-0.1%,-4%,19%,-1%,COC(=O)[C@@H]1C[C@@H]2CC[C@@H](O)C[C@@H]2N1Cc1ccc(N2CCN(C)CC2)cc1
-10%,-6%,4.4%,7%,0.0%,-0.1%,33%,0%,7%,CC(=O)N1CCOc2ccc(S(=O)(=O)N3CCC(C)CC3)cc21
42%,21%,0.7%,-2%,0.9%,-0.2%,-26%,3%,1%,COc1ccccc1C(CNC(=O)c1ccc(S(=O)(=O)NCc2ccco2)cc1)N(C)C (configuration not stated)
-14%,7%,5.0%,2%,8.6%,0.0%,-12%,30%,4%,Cc1nnc(NC(=O)c2cc(-c3ccncc3)nc3c(C)cccc23)s1
-12%,21%,4.5%,8%,1.8%,0.0%,-33%,-4%,5%,COC(=O)c1ccc(NC(=O)CSc2nc3ccccc3c(=O)[nH]2)cc1
-6%,-4%,6.5%,3%,-0.7%,-0.2%,-12%,5%,7%,CCN=C(NCC)SC1CC(=O)N(c2ccccc2)C1=O (configuration not stated)
-44%,4%,1.4%,7%,-0.2%,1.9%,3%,6%,1%,Cc1cc(C)cc(N=Cc2ccc([N+](=O)[O-])s2)c1
10%,9%,-6.3%,0%,2.1%,-0.1%,-13%,6%,7%,O=c1cc(CO)oc(CN2CCN(Cc3ccccc3)CC2)c1O
-25%,38%,9.4%,-3%,0.8%,-0.2%,15%,14%,2%,O=C(NCc1ccccc1)c1c[nH]c2ccccc2c1=O
5%,-20%,2.3%,-3%,-2.9%,0.4%,16%,-29%,5%,CC(=O)Nc1ccc(NC(=O)c2cc(-c3ccc(C)c(C)c3O)n[nH]2)cc1
-34%[20 µM],1%,nt,11%,0.4%,0.2%,-23%,-4%,nt,C(=N\Nc1nc(N2CCOCC2)nc(N2CCOCC2)n1)/c1ccco1
7%[20 µM],4%,-1.1%,2%,1.3%,-0.1%,-15%,15%,4%,CCN1CCN(C(=O)c2ccc3c(c2)N(Cc2ccccc2)C(=O)c2ccccc2S3=O)CC1 (configuration not stated)
6%,30%,2.5%,6%,0.4%,-0.3%,-60%,-46%,4%,O=c1c2ccccc2nnn1COc1cccc(Cl)c1
41%,5%,-1.4%,-1%,1.0%,0.4%,-24%,2%,-2%,CC(C)Cc1nnc(NC(=O)Cc2ccc([N+](=O)[O-])cc2)s1
-1%,10%,-1.6%,2%,-0.6%,-0.1%,-32%,-17%,-42%,COc1cccc(CNC(=O)Cc2ccc(NC(=O)C3=C(C)OCCS3)cc2)c1
5%,2%,8.5%,5%,4.0%,-0.3%,-5%,16%,7%,O=C(Cn1cnc2c(nnn2Cc2ccc(Cl)cc2)c1=O)OCc1ccccc1

Entries of single compounds from above:
Listed for `CC(=O)N1CCOc2ccc(S(=O)(=O)N3CCC(C)CC3)cc21` : KOR beta-arrestin-1 = -10%; SV40 large T antigen = -6%; KOR beta-arrestin-2 = 4.4%; GPR55 antagonists = 7%; HIV peptide binding = 0.0%; GPR55 activation = -0.1%; NOD1 NF-kB reporter = 33%; NOD2 inhibition = 0%; Rac1 GTP hydrolysis = 7%
Listed for `CCN1CCN(C(=O)c2ccc3c(c2)N(Cc2ccccc2)C(=O)c2ccccc2S3=O)CC1` (configuration not stated) : KOR beta-arrestin-1 = 7%[20 µM]; SV40 large T antigen = 4%; KOR beta-arrestin-2 = -1.1%; GPR55 antagonists = 2%; HIV peptide binding = 1.3%; GPR55 activation = -0.1%; NOD1 NF-kB reporter = -15%; NOD2 inhibition = 15%; Rac1 GTP hydrolysis = 4%

The list continues.
KOR beta-arrestin-1,SV40 large T antigen,KOR beta-arrestin-2,GPR55 antagonists,HIV peptide binding,GPR55 activation,NOD1 NF-kB reporter,NOD2 inhibition,Rac1 GTP hydrolysis,structure
-4%,11%,-3.0%,5%,0.3%,-0.2%,-13%,15%,8%,O=C(NNC(=O)c1ccc(Cl)c([N+](=O)[O-])c1)c1ccncc1
-11%,8%,-5.9%,1%,0.8%,0.4%,-7%,-4%,5%,O=C1N(Cc2cccnc2)C[C@@H]2C[C@@H](c3cccc(C(F)(F)F)c3)N3CCC[C@@]123
-8%,17%,5.8%,6%,2.0%,-0.2%,10%,12%,14%,COc1ccc(N2CCN(C(=O)c3c(-c4c(F)cccc4Cl)noc3C)CC2)cc1
-18%,18%,-1.2%,-3%,-2.0%,-0.3%,-13%,13%,18%,COc1ccc(N2CCN(C(=O)CSc3nnc4c(C)cc5ccc(C)c(C)c5n34)CC2)cc1
-15%,5%,-6.5%,5%,-0.8%,-0.2%,1%,18%,nt,Cc1ccc(C(=O)C2CCN(S(=O)(=O)c3c(C)noc3C)CC2)cc1
-19%,1%,-9.4%,8%,1.0%,-0.2%,14%,11%,-1%,O=C(O)COc1ccc(C(=O)Cc2ccc3c(c2)OCCCO3)c(O)c1
-17%,3%,1.8%,9%,1.4%,-0.1%,-2%,4%,10%,Cc1ccc(OCc2cc(C(=O)NCc3ccc(OC(F)(F)F)cc3)no2)cn1
-3%,-1%,-3.2%,-6%,0.3%,-0.2%,nt,nt,14%,CC(=O)N1CC(C)Sc2ccc(S(=O)(=O)NCc3ccc(Cl)cc3)cc21 (configuration not stated)
-14%,10%,-3.8%,6%,-0.5%,0.2%,-216%,-16%,8%,CC1CCC(N2CCN(S(=O)(=O)Cc3ccccc3)CC2)CC1 (configuration not stated)
-12%,7%,-3.5%,13%,1.9%,-0.3%,-19%,9%,5%,CC1=C(C(=O)OCC2CCCO2)C(c2ccccc2)C2=C(CC(C)(C)CC2=O)N1 (configuration not stated)
-39%,7%,-1.5%,-8%,-0.2%,0.3%,-5%,8%,2%,Cc1cc(S(=O)(=O)N2c3ccc(F)cc3CCC2C)ccc1-n1cnnn1 (configuration not stated)
6%,-3%,-2.8%,7%,0.9%,-0.2%,-32%,4%,-2%,Cc1cccn2c(CN3CCCN(C=O)CC3)c(C(=O)N(C)CCc3ccccc3)nc12
23%,1%,0.3%,6%,2.1%,0.3%,-25%,8%,3%,CCOc1ccccc1NC(=O)COC(=O)C(CC(C)C)N1C(=O)C2CC=CCC2C1=O (configuration not stated)
32%,3%,3.2%,8%,6.6%,-0.2%,-51%,-73%,9%,Oc1c(Br)cccc1/C=N/Nc1c(F)c(F)c(F)c(F)c1F
